From PubChem BioAssay
HePTP inh: inhibitors of human HePTP phosphatase, primary screen, biochemical, absorbance, leukemia target; Tyrosine-protein phosphatase non-receptor type 7 (Homo sapiens), P35236; recombinant HePTP phosphatase activity, OD absorbance; inhibition, % at 20 µM; 110,000 tested, 0.64% active; AID 521, 2006; in the data active means inhibition above about 50%;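 further: plate controls were vehicle for no effect and reference inhibitor for full effect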
Target sequence (P35236 whole entry, looked up): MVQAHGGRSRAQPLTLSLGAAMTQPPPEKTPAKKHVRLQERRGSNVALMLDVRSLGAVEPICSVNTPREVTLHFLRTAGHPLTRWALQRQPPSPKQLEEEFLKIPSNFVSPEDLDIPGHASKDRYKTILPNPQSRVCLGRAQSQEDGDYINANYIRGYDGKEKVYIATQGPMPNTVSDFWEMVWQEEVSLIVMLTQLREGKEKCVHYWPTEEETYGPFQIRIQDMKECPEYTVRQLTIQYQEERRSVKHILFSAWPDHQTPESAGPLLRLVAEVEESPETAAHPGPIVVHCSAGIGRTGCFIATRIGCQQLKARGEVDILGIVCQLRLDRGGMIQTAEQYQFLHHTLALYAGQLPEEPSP
BAP1 inh: inhibitors of BAP1 deubiquitinase, primary screen, biochemical, Ub-AMC fluorescence, kinetic; Ubiquitin carboxyl-terminal hydrolase BAP1 (Homo sapiens), Q92560; recombinant BAP1, Ub-AMC hydrolysis fluorescence kinetic; hits give low values; activity remaining (% of control), % at 20 µM; 72,000 tested, 0.48% active; AID 436, 2006;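 active means activity remaining at or below 50% of control, provided the compound also passes the data quality filters; inactive means the rest, including low values that fail the filters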;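 further: 100% = DMSO wells rate and 0% = substrate alone blank rate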
Target sequence (Q92560 whole entry, looked up): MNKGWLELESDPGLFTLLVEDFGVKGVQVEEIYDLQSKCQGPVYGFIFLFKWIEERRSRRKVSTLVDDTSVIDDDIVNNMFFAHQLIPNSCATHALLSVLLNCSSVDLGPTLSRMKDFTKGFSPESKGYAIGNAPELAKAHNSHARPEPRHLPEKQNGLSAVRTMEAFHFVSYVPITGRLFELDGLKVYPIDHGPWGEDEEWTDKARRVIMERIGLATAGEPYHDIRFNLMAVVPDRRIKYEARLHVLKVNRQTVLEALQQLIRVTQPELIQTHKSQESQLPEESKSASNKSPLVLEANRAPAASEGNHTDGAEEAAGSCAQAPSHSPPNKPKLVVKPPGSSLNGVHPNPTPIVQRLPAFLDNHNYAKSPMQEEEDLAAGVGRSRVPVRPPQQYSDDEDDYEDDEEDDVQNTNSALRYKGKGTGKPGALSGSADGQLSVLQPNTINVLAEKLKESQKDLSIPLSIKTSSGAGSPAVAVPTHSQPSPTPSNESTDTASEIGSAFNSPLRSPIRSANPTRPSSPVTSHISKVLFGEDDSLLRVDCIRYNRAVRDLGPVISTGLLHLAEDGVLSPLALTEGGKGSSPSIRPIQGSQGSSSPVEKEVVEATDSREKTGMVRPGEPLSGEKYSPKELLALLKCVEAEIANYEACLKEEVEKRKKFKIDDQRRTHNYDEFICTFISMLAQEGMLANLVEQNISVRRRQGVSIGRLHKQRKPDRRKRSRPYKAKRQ
An asterisk follows results filed as active; · = not tested or not shown; & = joins results of further samples. Rows are unselected. Share with any hit: about 0.91%.

molecule	HePTP inh	BAP1 inh
COc1ccc(C(=O)N/N=C/c2ccc(N3CCOCC3)o2)cc1OC	3	·
c1cncc(CNc2cccc(-c3nc4ccccc4s3)c2)c1	10	·
NC(=O)C1CCN(S(=O)(=O)c2ccc(Cl)cc2)CC1	0	·
O=C1C=C(c2cccc([N+](=O)[O-])c2)C(=O)N1c1ccc(Cl)c(Cl)c1	6	·
COCCN(CCOC)S(=O)(=O)c1ccc(C(=O)NCCCN2CCOCC2)cc1	2	104
CC(C)(C)C(=O)C[n+]1ccccc1	·	66
N/C(=N\OC(=O)Cc1ccc(Cl)cc1)c1ccccc1	1	·
CCn1cc(C(=O)O)c(=O)c2cnc(N3CCN(C(=O)Nc4cccc5ccccc45)CC3)nc21	-3	78
CC1(C)CC(=O)c2sc(NC(=O)CSc3nc4ccccc4o3)nc2C1	-4	·
CC(=O)c1ccc(OCC(O)CN2C(C)(C)CC(O)CC2(C)C)cc1 (stereo not drawn)	3	92

(list continues)
molecule	HePTP inh	BAP1 inh
CCOC(=O)c1nnn(-c2nonc2N)c1CNc1ccc(C)c(Br)c1	-6	83
COc1cc(C2/C(=C(/O)c3ccccc3)C(=O)C(=O)N2c2cccc(C)c2)ccc1O (stereo not drawn)	0	·
Cc1ccc2c(CC(=O)Nc3c(C)n(C)n(-c4ccccc4)c3=O)coc2c1	8	107
COc1ccc(/C=C(/NC(=O)c2ccc(C)cc2)C(=O)N2CCCCCC2)cc1OC	2	·
Cc1c(C2(c3c(C)n(C)n(-c4ccccc4)c3=O)C(=O)Nc3ccccc32)c(=O)n(-c2ccccc2)n1C	-17	·
Cc1cc(NC(=O)CCCN2C(=O)c3cccnc3C2=O)no1	2	104
Cc1ccc2nsnc2c1NC(=O)c1cc(Br)ccc1Cl	5	·
CCOC(=O)c1ccccc1NC(=O)c1ccc(OC)c(OC)c1	·	212
CC1c2nc3ccccc3n2C(CC(=O)NCc2ccccn2)C(=O)N1Cc1ccccc1 (stereo not drawn)	-9	91
COc1ccc2[nH]c3c(c2c1)CCn1c-3nc2ccccc2c1=O	0	·

Continuation.
molecule	HePTP inh	BAP1 inh
CCCCSc1nc2c(c(=O)[nH]1)CCC2	6	98
CC(=O)Nc1ccc(NC(=O)N2CCOCC2)cc1	3	·
Cn1nc(C(=O)Nc2cccnc2)c2ccccc2c1=O	1	79
Cc1cc(C)nc(N2CCCC(C(=O)NCc3cccc(C(F)(F)F)c3)C2)n1 (stereo not drawn)	10	105
COc1ccc(OC)c(NC2=NS(=O)(=O)c3cc([N+](=O)[O-])ccc32)c1	0	·
O=C(COc1ccc(Cl)cc1)NCc1nnc(SCC(=O)NC2CCCCC2)o1	3	99
COc1cccc(-c2cc(C(=O)Nc3cc(C)on3)no2)c1	-6	99
CCCc1n[nH]c2c1C(=O)C(C(=O)OC)C(C)(C)C2 (stereo not drawn)	1	95
CSc1nnc2n(C3CCCCC3)c(=O)c3c4c(sc3n12)CCCC4	-7	·
O=C(C[n+]1cccc(CO)c1)Nc1nccs1	·	107

A draw from above in order of count of non-hydrogen atoms, ascending.
molecule	HePTP inh	BAP1 inh
CCCc1n[nH]c2c1C(=O)C(C(=O)OC)C(C)(C)C2 (stereo not drawn)	1	95
Cc1cc(C)nc(N2CCCC(C(=O)NCc3cccc(C(F)(F)F)c3)C2)n1 (stereo not drawn)	10	105
O=C(COc1ccc(Cl)cc1)NCc1nnc(SCC(=O)NC2CCCCC2)o1	3	99

Continuation.
molecule	HePTP inh	BAP1 inh
CC(=O)NS(=O)(=O)c1ccc(NC(=O)Nc2ccc(Cl)c(Cl)c2)cc1	-7	·
COC(=O)c1[nH]c2cc(OC)ccc2c1NC(=O)CCN1CCCCC1	-13	91
Cc1cc(C)c(C)c(OCCCN2CCCC2)c1	3	·
Cc1c(NC(=O)c2cc3ccccc3o2)cccc1-c1nc2ncccc2o1	7	·
CSC1=NCCN1C(=O)c1ccc(S(=O)(=O)N2CCCCC2)cc1	2	98
O=c1[nH]c2c(n(C3CCCCC3)c1=O)CCC2	5	120
COc1ccc(C2/C(=C(/O)c3ccccc3)C(=O)C(=O)N2CC2CCCO2)cc1OC (stereo not drawn)	-8	·
CN(C)/C=N/S(=O)(=O)c1ccccc1	-4	·
Cc1nc(N2CCN(Cc3ccc4c(c3)OCO4)CC2)c2oc3ccccc3c2n1	-8	·
O=C(CSc1nnc2sc3ccccc3n12)Nc1ccccc1Cl	·	90

Other entries follow:
molecule	HePTP inh	BAP1 inh
COc1ccc(Cl)cc1NC(=O)C1=C(C)NC(=S)NC1c1cccc([N+](=O)[O-])c1 (stereo not drawn)	-5	·
CC1(C)CC(=O)C2=C(C1)OC1=C(C(=O)CC(C)(C)C1)C2c1ccccc1OCC(=O)O	9	·
CCCCC(=O)Nc1nc2c(OC)ccc(OC)c2s1	0	87
Cc1ccc(C(=O)NCc2n[nH]c(=S)n2-c2cccc(Cl)c2)cc1	·	100
O=c1[nH]c2ccccc2n1CCCN1CCN(C(c2ccccc2)c2ccccc2)CC1	12&9	143&85
CCCNc1nc2c(c(=O)[nH]c(=O)n2C)n1CCC(C)C	3	93
Cc1ccc(NC(=O)c2ccccc2O)cc1	3	86
COc1ccc(C(c2nnnn2C2CCCC2)N2CCc3ccccc3C2)cc1OC (stereo not drawn)	-1	86
CC(C)COC(=O)c1cc(-c2ccc(/C=N/n3cnnc3)o2)ccc1Cl	-9	57
COc1ccc(CNC(=O)c2ccc(N3CCCC3=O)cc2)cc1	4	125

Continued.
molecule	HePTP inh	BAP1 inh
Cc1ccccc1NC(=O)CC1c2ccccc2CC(C)(C)N1C (stereo not drawn)	-8	·
COc1cc2c(cc1OC)C(C(=O)NC1CC1)C1c3ccccc3CCN1C2=O (stereo not drawn)	4	99
CCOC(=O)C1=C(C)N=c2s/c(=C\c3ccc(NC(C)=O)cc3)c(=O)n2C1c1ccccc1 (stereo not drawn)	-3	·
COc1ccc(OCC(=O)Nc2ccc(OC)cc2OC)cc1	-15	·
O=c1oc2ccc3ccccc3c2cc1-c1ccc(I)cc1	6	·
CCOC(=O)c1c(NC(=O)CSc2nnc(-c3cccnc3)o2)sc(C(C)=O)c1C	5	108
Cc1cc(NC(=O)CN2CCN(c3ccccc3O)CC2)no1	1	·
CC(Oc1ccccc1)C(=O)Nc1cccc(C(=O)Nc2ccccc2Cl)c1 (stereo not drawn)	-11	·
COc1ccc(CNC(=O)COc2ccccc2C)cc1	7	·
COc1cccc2cc(C(=O)N3CCN(C(=O)c4ccco4)CC3)c(=O)oc12	1	·

(continued)
molecule	HePTP inh	BAP1 inh
COc1cc(/C=C2/NC(=S)NC2=O)ccc1OCc1ccc(I)cc1	7	·
O=C(NCC1CC2CC1C1CC21)c1ccc(F)cc1 (stereo not drawn)	-11	·
COc1ccc(-c2cnc(NC(=O)/C=C/c3cccs3)s2)cc1	-9	·
O=C(CSc1nnc(-c2cccnc2)n1-c1ccccc1)NCc1ccc2c(c1)OCO2	8	82
CCc1cc(N2CCOCC2)cc2c1[nH]c1ccccc12	-3	·
CC(C)c1ccc(/C=N/n2cnnc2)cc1[N+](=O)[O-]	4	·
Cc1cccc(Cn2c(NCC(C)O)nc3c2c(=O)n(C)c(=O)n3C)c1 (stereo not drawn)	-12	103
COCc1cc(C)nc(SCC(=O)NC(C)(C)C)c1C#N	3	·
O=C(Nc1c(C(=O)N2CCCCC2)cnn1-c1ccccc1)c1ccco1	-4	101
CN1C(=O)C(=Cc2ccc(O)c([N+](=O)[O-])c2)C(=O)N(C)C1=O	-12	·

Next structures:
molecule	HePTP inh	BAP1 inh
CCC1Oc2ccc(C)cc2N(CC(=O)NCCCN2CCN(Cc3ccccc3)CC2)C1=O (stereo not drawn)	5	109
Nc1cc(-c2ccccc2)nn1-c1ccccc1	6	·
COc1ccccc1C1SCCN1S(=O)(=O)c1cccc(C(F)(F)F)c1 (stereo not drawn)	-13	75
Cc1onc(-c2ccccc2Cl)c1C(=O)NCCC(c1ccccc1)c1ccccc1	1	·
O=C(CCNC(=O)c1ccc(Br)o1)NCc1ccc(Cl)cc1	1	97
CCN(CC)CCn1c(NCc2cccc(OC)c2)nc2ccccc21	6	115
Cc1nc(NC2=NCN(CCc3ccccc3)CN2)nc2ccccc12	3	87
COC(=O)c1c(C(=O)OC)c2n(c1C)Cc1ccccc1C2	-1	159
CCN1CSC(=S)N(Cc2ccc(OC)cc2)C1	·	105
CCC1Oc2ccc(C)cc2N(CC(=O)NCCCN2CCCCC2CC)C1=O (stereo not drawn)	8	108

Part of the list above in a different format.
Cc1cc(C)c(C)c(OCCCN2CCCC2)c1
  HePTP inh = 3	BAP1 inh = ·

Cc1c(C2(c3c(C)n(C)n(-c4ccccc4)c3=O)C(=O)Nc3ccccc32)c(=O)n(-c2ccccc2)n1C
  HePTP inh = -17	BAP1 inh = ·

COC(=O)c1[nH]c2cc(OC)ccc2c1NC(=O)CCN1CCCCC1
  HePTP inh = -13	BAP1 inh = 91

CCCNc1nc2c(c(=O)[nH]c(=O)n2C)n1CCC(C)C
  HePTP inh = 3	BAP1 inh = 93

(list continues)
molecule	HePTP inh	BAP1 inh
CC1CCC2(CC1)OCC1(CCC3(COC4(CCC(C)CC4)OC3)C1=O)CO2 (stereo not drawn)	0	·
O=C(CSc1nnc(-c2cccs2)n1-c1ccccc1)c1ccc2c(c1)OCCO2	1	128
COc1ccc(OC)c(S(=O)(=O)NC2CCN(Cc3ccccc3)CC2)c1	11	75
Cc1c(NC(=O)C(C#N)=C2CCCCC2)c(=O)n(-c2ccccc2)n1C	5	119
O=C1C(Cl)=C(Nc2cccc(C(F)(F)F)c2)C(=O)c2ccccc21	6	·
CCN(Cc1ccccc1)C(=O)c1ccc(Cl)c([N+](=O)[O-])c1	6	·
O=C(NCc1cccs1)c1nc2c(nnn2Cc2ccc(F)cc2)c(=O)[nH]1	-7	105
CC(C)(C)CC(C)(C)NC(=O)CSCC(=O)Nc1ccc2ccccc2c1	3	·
NC(=O)C1(N2CCCCC2)CCN(C(=O)c2ccc(-n3cnnn3)cc2)CC1	4	91
CCCCNC(=O)CS(=O)Cc1nc(-c2cccc(Cl)c2)oc1C (stereo not drawn)	-6	92

Next part
molecule	HePTP inh	BAP1 inh
CCCN1Cc2cccc(C(=O)Nc3cc(OC)cc(OC)c3)c2C1=O	-3	215
O=C(NC(=S)Nc1cc([N+](=O)[O-])cc(Cl)c1O)c1cccnc1	103*	·
O=C(c1cccs1)N1CCN(Cc2ccc3c(c2)OCO3)CC1	-1	103
CC1CCCCC1NC(=O)CCCc1nc2ccccc2c(=O)[nH]1 (stereo not drawn)	11	98
Cc1ccc(-c2noc(CSc3nnnn3-c3ccccc3)n2)cc1	-8	87
COc1cccc(N2C(=O)/C(=C/c3ccc(O)c(OC)c3)SC2=S)c1	20	·
Cc1ccc(NC(=O)CSCC(=O)Nc2ccccc2)c(C)c1	6	·
O=C(Nc1nc(-c2cccs2)cs1)c1ccc(S(=O)(=O)N2CCCC2)cc1	-1	·
Cn1ncc(N=Cc2ccccc2O)c1C(=O)Nc1ccccc1	4	170
CCn1c(CNC(=O)c2cccc(C)c2)nc2ccccc21	10	96

Remaining list, next part:
molecule	HePTP inh	BAP1 inh
COc1cc(Cl)c(C)cc1NC(=O)CSc1nnc(-c2ccccn2)n1Cc1ccco1	-3	75
Cc1ccc(S(=O)(=O)Nc2ccc(S(=O)(=O)N3CCCC3)cc2)cc1	6	124
CCC1CCCCN1C(=O)COC(=O)c1ccc(S(=O)(=O)N2CCOCC2)cc1 (stereo not drawn)	9	101
O=C(CCNC(=O)/C(=C\c1ccccc1)NC(=O)c1ccco1)OCc1ccccc1	10	·
COc1ccc(C(=O)CSc2nc3cc(OC)ccc3n2Cc2ccccc2)cc1	-10	·
Cc1cc(=O)oc2cc(OCC(=O)OCC(=O)N3CCc4ccccc43)ccc12	4	80
O=C(CN1C(=O)/C(=C/c2ccc(Br)cc2)SC1=S)Nc1ncc(Cc2cccc([N+](=O)[O-])c2)s1	4	·
O=C(c1cc2cc3ccc(Cl)cc3nc2o1)N1CCN(Cc2ccc3c(c2)OCO3)CC1	10	58
COC(=O)c1cc(NC(=O)c2ccc(Cl)c([N+](=O)[O-])c2)cc(C(=O)OC)c1	4	·
CCC(C)(C(=O)NC1CCCCC1)N(Cc1ccco1)C(=O)CC1NC(=O)NC1=O (stereo not drawn)	9	·

The results go on.
molecule	HePTP inh	BAP1 inh
CCC1CCCCN1CCCNC(=O)CNC(=O)Cn1ccc2ccccc2c1=O (stereo not drawn)	10	·
COc1ccc(C2=Nc3ccc(Br)cc3C(c3ccccc3)N2CC(=O)NN)cc1 (stereo not drawn)	3	·
Cc1ccc(N2C(N)=C(C#N)C(c3cccnc3)C3=C2CC(C)(C)CC3=O)cc1 (stereo not drawn)	2	99
Cc1cc(N2CCN(C)CC2)nc2ccc(NC(=O)CCC(=O)NCCC3=CCCCC3)cc12	7	108
c1ccc2[nH]c(SCc3cscn3)nc2c1	1	62
CCCC1=NN2C(=N)/C(=C/c3cccc(OCc4ccccc4F)c3)C(=O)N=C2S1	-1	·
Cc1ccc(S(N)(=O)=O)cc1NC(=O)COc1ccccc1	-4	·
COC(=O)C(N)Cc1ccc(Cl)cc1 (stereo not drawn)	·	102
Cc1cc(C(=O)COc2nncc3ccccc23)c(C)n1C	13	113
COc1ccc2c(CC(=O)NCc3ccc4c(c3)OCO4)coc2c1	10	64

Later entries.
molecule	HePTP inh	BAP1 inh
CC1CCN(c2ccc(C(=O)c3ccccc3)cc2F)CC1	8	·
COc1ccc(N2C(=O)C(Cl)=C(Nc3ccc(F)cc3)C2=O)cc1	-8	·
O=CN1C(O)C(O)N(C=O)C(O)C1O (stereo not drawn)	·	53
CCOC(NC(=O)c1ccccc1)C(NC(=O)c1ccccc1)OCC (stereo not drawn)	-2	86
C/C(=N\NC(=O)C1CC1)c1ccccn1	5	·
